Screening results as filed in PubChem BioAssay.
GC-B act: GC-B (human) receptor activation; 370,000 compounds, 0.11% hits; HEK293-GC-B cells, CNP EC30, cGMP TR-FRET; 0% at EC30 CNP, 100% saturating CNP; activation, % at 10 µM; P20594;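 active means activation at 10 µM reaching about 35% in either raw or pattern-adjusted values, limit read from the data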
sPLA2-III inh: Inhibits HGIII-sPLA2 liposome hydrolysis, primary screen. Q9NZ20. 370,000 compounds, 0.56% hits. QFRET BODIPY PC-A2 liposome hydrolysis, fluorescence. inhibition, % at 12.2 µM;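 active means inhibition above mean plus 3 SD of compounds lying within the high and low control bounds, cut at about 19% in these data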;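 further: 0% = median of test compound wells and 100% = no enzyme DMSO wells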
Target sequence (Q9NZ20 whole entry, looked up): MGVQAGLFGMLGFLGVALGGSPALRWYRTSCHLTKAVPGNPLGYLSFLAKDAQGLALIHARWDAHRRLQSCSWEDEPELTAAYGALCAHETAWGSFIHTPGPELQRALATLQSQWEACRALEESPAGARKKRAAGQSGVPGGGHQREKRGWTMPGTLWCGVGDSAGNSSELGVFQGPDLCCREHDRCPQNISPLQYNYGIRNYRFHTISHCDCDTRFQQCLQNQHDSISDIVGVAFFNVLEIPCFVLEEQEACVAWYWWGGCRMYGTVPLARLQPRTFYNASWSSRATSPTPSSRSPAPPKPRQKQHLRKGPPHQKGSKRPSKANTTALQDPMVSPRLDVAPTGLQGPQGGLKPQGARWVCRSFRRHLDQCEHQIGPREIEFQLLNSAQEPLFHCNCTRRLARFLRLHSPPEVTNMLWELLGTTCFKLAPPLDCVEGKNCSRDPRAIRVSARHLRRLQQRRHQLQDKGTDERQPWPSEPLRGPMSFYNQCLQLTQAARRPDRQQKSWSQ
hgDAF-12 ag: agonists of H. glycines DAF-12 nuclear receptor; HEK293 GAL4-hgDAF12 UAS-luciferase reporter, agonist luminescence; normalized to butyrate control; activation, % at 6.8 µM; 370,000 compounds, 1.8% hits;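 active means activation above a cutoff set at the mean of all screened compounds plus 3 SD, cut at about 10% in these data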;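 further: 0% = DMSO wells and 100% = sodium butyrate wells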
ssDAF12 agonist: activators of S. stercoralis DAF-12 nuclear receptor; AID 652126; activation, % at 6.8 µM; HEK293 ssDAF-12/GRIP1 lit1-tk-luc reporter, luminescence; % of 3 µM dafachronic acid response; 370,000 compounds, 1% hits;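 active means activation above the mean over all tested compounds plus 3 SD, cut at about 0.9% in these data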;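 further: 0% = DMSO-only wells and 100% = 3 µM delta7-dafachronic acid wells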
hcDAF-12 act: activators of H. contortus DAF-12 nuclear receptor. activation, % at 6.8 µM. 370,000 compounds, 1.4% hits. HEK293 hcDAF-12 lit1-tk-luc reporter, luminescence; 0% DMSO, 100% Δ7-dafachronic acid;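 active means activation above the mean of all tested compounds plus 3 SD, cut at about 5.5% in these data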;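 further: 100% = response to 3 µM Δ7-dafachronic acid high control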
DAX1 inh-1: DAX1 (NR0B1) inhibition, primary screen. HEK293T StAR-luciferase reporter, SF-1/DAX-1 repression relief. inhibition, % at 6.8 µM. 370,000 compounds, 1.1% hits. AID 652010;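 active means inhibition above the mean over all tested compounds plus 3 SD, cut at about 3.6% in these data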;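 further: 0% = DAX-1 cells with DMSO and 100% = cells lacking DAX-1 with DMSO; higher inhibition means more luminescence from relief of DAX-1 repression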
NPR1 activator: GC-A (human) enzyme activation | AID 1671463 | activation, % at 10 µM | P16066 | HEK293 GC-A cells, cGMP TR-FRET, EC30 ANP; 0% at EC30 ANP, 100% saturating ANP | 370,000 compounds, 0.14% hits; in the data active means activation above about 40%
GAA850 FXN act: activators of GAA850 frataxin (FXN) promoter; 360,000 compounds, 0.56% hits; AID 540364; HEK293 lucGAA850 FXN promoter luciferase reporter, 24 h; percent of 10 µM SAHA response; activation, % at 6 µM;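 active means activation above the average of all compounds screened plus 3 SD, cutoff fixed separately per campaign, cut at about 7.5% in these data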;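 further: 0% = DMSO wells and 100% = 10 µM SAHA wells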
DAX1 inh-2: NR0B1 (DAX1) inhibition. HEK293 Gal4-DAX1 luciferase reporter, luminescence. inhibition, % at 6.75 µM. 340,000 compounds, 0.99% hits. AID 504766;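 active means inhibition above the mean over all tested compounds plus 3 SD, cut at about 4.2% in these data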;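 further: 0% = DAX1-transfected cells with DMSO and 100% = empty-vector control cells with DMSO; inhibition shows as a rise in luminescence from relieved DAX1 repression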
Target sequence (P51843 207-470 limits assumed): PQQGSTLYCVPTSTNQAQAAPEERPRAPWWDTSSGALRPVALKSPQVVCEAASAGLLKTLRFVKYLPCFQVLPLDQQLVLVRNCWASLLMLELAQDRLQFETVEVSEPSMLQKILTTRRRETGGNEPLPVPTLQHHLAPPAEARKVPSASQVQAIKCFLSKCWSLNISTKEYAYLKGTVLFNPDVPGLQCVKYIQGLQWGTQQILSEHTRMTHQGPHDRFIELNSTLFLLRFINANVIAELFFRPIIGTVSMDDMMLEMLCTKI
SMARCA2 activ: SMARCA2 function activation, primary screen; MG213 cells, MMTV-luciferase reporter, dexamethasone, overnight; activation, % at 9.1 µM; 370,000 compounds, 1% hits; AID 652017; in the data active means activation above about 7.8%;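 further: 0% = vehicle wells and 100% = reference activator wells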
ADAM10 inh: ADAM10 inhibition, QFRET primary screen; recombinant ADAM10, EDANS/DABCYL FRET peptide cleavage, 3 h; inhibition, % at 7 µM; 370,000 compounds, 0.62% hits;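 active means inhibition above a per-campaign cutoff equal to the mean of compounds falling between control-based bounds plus 3 SD, cut at about 20% in these data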;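 further: 0% = DMSO wells while the 100% control is not disclosed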
* = called active by the depositor.

No.	compound	hcDAF-12 act	DAX1 inh-2	GC-B act	NPR1 activator	ADAM10 inh	DAX1 inh-1
1	CCOC(=O)N1CCN(C(=O)C2CCN(c3nnc(-n4cccc4)s3)CC2)CC1	0.7	-0.3	-1	-2	-8	0.0
2	N#CCC(=O)c1sccc1-n1cccc1	2.3	0.3	-3	3	-38	-0.1
3	O=C(CSc1nnc(Nc2ccccc2)s1)Nc1cccc(S(=O)(=O)N2CCCCC2)c1	-3.9	-2.0	-1	-8	3	-0.3
4	CCn1c(Cc2ccc(OC)cc2)nnc1SCC(=O)N1CCN(c2ccccc2)CC1	-2.6	-2.7	4	1	-3	-1.4
5	COc1ccc(C(=O)c2ccccc2O)c(O)c1	-1.5	-1.8	4	2	3	0.3
6	CSc1ccc(N=Nc2c(C)[nH]n(C)c2=O)cc1	0.4	1.5	-3	-4	3	-0.1
7	CCOc1ccc(N(C(=O)c2snc(C(N)=O)c2N)C(C(=O)NC2CCCC2)C(C)C)cc1 (configuration not stated)	-0.3	0.6	-6	-3	2	-0.4
8	O=C(COC(=O)c1ccc(S(=O)(=O)N2CCCC2)cc1)Nc1ccccc1Cl	-0.6	0.7	7	1	0	0.3
9	Cc1nc2ccc(S(=O)(=O)NCC(=O)N3CCc4ccccc43)cc2s1	2.9	0.8	-3	5	-7	0.8
10	COC(=O)c1sc(NC(=O)COc2ccccc2C)nc1C	-0.3	-0.2	-4	-3	11	0.8

No.	ssDAF12 agonist	SMARCA2 activ	GAA850 FXN act	sPLA2-III inh	hgDAF-12 ag
1	-0.8	-1	0.6	2	6.0
2	-1.0	0	0.5	-7	0.7
3	-1.8	-5	-4.1	-23	-2.3
4	-1.8	-4	-2.7	-5	-3.3
5	-0.9	-3	1.5	-15	2.2
6	-1.4	1	2.6	5	-1.4
7	-1.7	2	-1.1	5	2.3
8	-1.0	0	0.4	5	3.6
9	0.9*	1	-0.1	-6	-0.4
10	-1.5	0	2.7	-1	-1.0

(continued)
No.	compound	hcDAF-12 act	DAX1 inh-2	GC-B act	NPR1 activator	ADAM10 inh	DAX1 inh-1
11	N#Cc1c2n(c(=O)[nH]c1=O)CCCCC2	-1.5	0.2	6	-2	1	-0.2
12	Cc1cc(N2CCN(C(=O)Nc3ccccc3C#N)CC2)c2ccccc2n1	5.0	0.7	-3	-3	-12	0.1
13	O=S(=O)(c1cccc(C(F)(F)F)c1)N1CCN(c2nnnn2-c2ccccc2)CC1	-1.4	0.8	-26	-22	-1	-0.8
14	Cc1ccn2cc(-c3cccc(S(=O)(=O)N4CC(C)OC(C)C4)c3)nc2c1 (configuration not stated)	-1.4	0.7	3	-1	-22	-2.6
15	O=C(O)CCCCCCCCc1cn(Cc2ccc(C(=O)c3ccccc3)cc2)nn1	-0.9	2.2	-5	-3	11	0.1
16	O=[N+]([O-])c1cccnc1N1CCC(c2cc(-c3ccc(Cl)cc3Cl)n[nH]2)CC1	-3.4	0.0	-8	13	30*	-1.3
17	O=c1c(-c2ccccc2)c(O)nc(SCCN2CCOCC2)n1-c1ccccc1	-0.7	1.2	1	1	13	-0.4
18	CCOC(=O)c1sc(NC(=O)CCc2ccccc2)nc1C	-0.4	3.9	-1	-4	-2	-0.9
19	O=C(Nc1cccc(Cl)c1Cl)C1CC(=O)N(c2ccc(Br)cc2)C1 (configuration not stated)	-1.8	0.5	0	-3	6	0.3
20	Cc1nnc(NC(=O)CCN2C(=O)/C(=C\c3ccccc3)SC2=S)s1	-0.9	-1.6	-6	-5	7	0.5

No.	ssDAF12 agonist	SMARCA2 activ	GAA850 FXN act	sPLA2-III inh	hgDAF-12 ag
11	-1.0	2	0.8	4	0.8
12	-0.7	1	1.9	0	-1.2
13	-0.9	-2	-2.6	6	0.9
14	-1.8	-4	0.6	-4	-3.9
15	-1.1	-2	-3.2	1	-0.4
16	-1.6	-5	3.1	-22	-3.9
17	-0.6	-1	-0.4	2	-0.3
18	-1.2	-1	-2.5	-4	2.3
19	-2.2	-4	0.7	4	-3.2
20	-1.7	1	1.8	0	5.1

More structures.
No.	compound	hcDAF-12 act	DAX1 inh-2	GC-B act	NPR1 activator	ADAM10 inh	DAX1 inh-1
21	O=C(CNS(=O)(=O)c1ccccc1)N1CCN(c2ccccc2)CC1	-2.4	0.5	2	-4	-8	0.2
22	NNC(=O)c1nc[nH]c1C(=O)Nc1ccccc1[N+](=O)[O-]	-1.5	-1.1	1	-5	-1	0.4
23	O=c1[nH]c2ccccc2[nH]c1=O	-0.9	0.9	5	2	-36	0.2
24	COc1cccc2cc(C(=O)CC3(O)C(=O)N(Cc4ccccc4)c4ccccc43)c(=O)oc12 (configuration not stated)	0.4	-0.3	-2	5	-1	-0.7
25	C#CCCOC(=O)N1C2=NC(C(=O)OC)=C(C(=O)OC)[C@@H]3N(CC=C)c4ccccc4[C@]23C[C@H]1C(=O)OC	-0.8	0.8	-2	-3	-1	-0.4
26	CCOc1ccc(S(=O)(=O)Nc2cccc(C(=O)NCC(c3ccccc3)N(C)C)c2)cc1 (configuration not stated)	-0.5	1.2	2	1	-10	3.6*
27	O=C(NCC(=O)N1CCN(Cc2c(F)cccc2Cl)CC1)c1cccc(Cl)c1	-1.7	-0.1	-1	1	-3	0.1
28	CN1CCN(C(=O)CCn2c(=S)[nH]c3ccccc3c2=O)CC1	0.5	0.3	-4	1	-16	-0.3
29	COc1ccc(CCC(C)NC(=O)CCc2ccccc2)c(OC)c1 (configuration not stated)	-1.5	-1.6	-8	-11	-3	-0.4
30	Cc1cc(C)c(-n2c(SCC(=O)N3CCOCC3)n[nH]c2=O)c(C)c1	-1.9	0.3	-1	2	-1	-0.3

No.	ssDAF12 agonist	SMARCA2 activ	GAA850 FXN act	sPLA2-III inh	hgDAF-12 ag
21	-1.7	-1	2.9	6	0.8
22	-1.3	-1	1.4	6	2.4
23	-1.3	0	0.7	-2	3.4
24	-0.8	3	-1.1	3	-3.4
25	-1.3	-1	-0.3	1	1.9
26	-0.9	3	-3.3	-18	3.4
27	-0.8	-4	-0.2	5	-2.1
28	-0.9	-3	0.7	15	0.1
29	-0.9	-2	1.4	-2	3.3
30	-1.1	-1	-0.6	-5	2.4

New compounds follow.
No.	compound	hcDAF-12 act	DAX1 inh-2	GC-B act	NPR1 activator	ADAM10 inh	DAX1 inh-1
31	Cn1c(=NC(=O)c2ccco2)sc2ccccc21	20*	2.7	5	4	-43	7.1*
32	CCCNC(=O)C1Cc2cc(S(=O)(=O)N3CCCC3)ccc2N1C(C)=O (configuration not stated)	-2.8	0.6	7	2	3	0.0
33	O=C(/C=C/Sc1ccccc1)c1ccccc1	1.3	0.3	3	16	1	-0.5
34	COc1cccc(-c2onc3ccc(C(=O)/C=C/N(C)C)cc23)c1	0.3	2.1	7	0	-16	0.1
35	O=S(=O)(c1ccc2nc(COc3ccc(Cl)cc3Cl)[nH]c2c1)N1CCOCC1	-1.2	-1.7	5	9	7	-0.2
36	CCOC(=O)C1=C(c2ccccc2)NC(N)=NC1c1ccc(OCc2ccc(C(=O)OC)cc2)cc1 (configuration not stated)	-0.9	0.6	1	-6	11	0.1
37	COc1ccc(CCNC(=O)C(=O)NCC2OCCN2S(=O)(=O)c2ccc(OC)c(C)c2)cc1 (configuration not stated)	-2.9	1.2	4	-3	3	-2.1
38	CCOC(=O)c1nn(-c2cccc(OC)c2)c(-c2ccccc2)c1C(=O)c1ccccc1	-2.1	-1.0	-11	-6	17	-1.1
39	COc1ccc(-c2cn(CCC(=O)O)c(-c3ccc(Cl)nc3)n2)cc1	-1.4	0.9	2	-1	-3	0.2
40	CC(C)=C1C2C=CC1C(C(=O)Nc1cccc(C)c1)C2C(=O)O (configuration not stated)	5.1	0.0	2	0	6	0.9

No.	ssDAF12 agonist	SMARCA2 activ	GAA850 FXN act	sPLA2-III inh	hgDAF-12 ag
31	4.0*	3	4.5	1	21*
32	-1.1	-4	0.6	6	-0.1
33	-0.8	8	5.2	-1	0.5
34	-0.8	4	-0.6	1	2.8
35	-1.9	-1	1.4	-24	-0.8
36	-1.2	-1	0.1	-9	-4.8
37	-1.6	1	-0.9	-13	-2.4
38	-1.5	1	0.2	-7	-1.9
39	-1.4	0	-0.2	1	2.0
40	-0.3	6	-0.2	-5	-0.8

Single entries from the entries so far:
In GAA850 FXN act, O=C(/C=C/Sc1ccccc1)c1ccccc1 has 5.2
In ADAM10 inh, CCOC(=O)c1nn(-c2cccc(OC)c2)c(-c2ccccc2)c1C(=O)c1ccccc1 has 17
In GAA850 FXN act, COc1ccc(CCNC(=O)C(=O)NCC2OCCN2S(=O)(=O)c2ccc(OC)c(C)c2)cc1 (configuration not stated) has -0.9

New compounds follow:
No.	compound	hcDAF-12 act	DAX1 inh-2	GC-B act	NPR1 activator	ADAM10 inh	DAX1 inh-1
41	O=C(C(=O)N1CCN(c2cccc(Cl)c2)CC1)c1c[nH]c2ccccc12	3.1	0.9	1	-6	17	0.3
42	COc1ccccc1C(=O)NC(=O)COC(=O)c1cc[n+]([O-])cc1	0.4	1.7	2	1	-10	1.1
43	Cc1ccccc1-c1nc(CN2CCC(C(=O)O)CC2)c(C)o1	1.9	0.3	5	1	-3	-0.6
44	COc1cc(-c2nnc(COC(=O)c3nn(CC(C)C)c(=O)c4ccccc34)o2)cc(OC)c1OC	-0.5	-0.6	3	-5	-13	0.8

No.	ssDAF12 agonist	SMARCA2 activ	GAA850 FXN act	sPLA2-III inh	hgDAF-12 ag
41	-0.7	-1	1.1	-24	2.1
42	-0.8	1	0.4	4	1.7
43	-1.4	1	-2.3	-2	2.2
44	-0.3	-1	-0.4	7	0.6

Record cards (already shown):
`Cc1cc(N2CCN(C(=O)Nc3ccccc3C#N)CC2)c2ccccc2n1` is entered as hcDAF-12 act = 5.0; DAX1 inh-2 = 0.7; GC-B act = -3; NPR1 activator = -3; ADAM10 inh = -12; DAX1 inh-1 = 0.1; ssDAF12 agonist = -0.7; SMARCA2 activ = 1; GAA850 FXN act = 1.9; sPLA2-III inh = 0; hgDAF-12 ag = -1.2
`O=C(CNS(=O)(=O)c1ccccc1)N1CCN(c2ccccc2)CC1` is entered as hcDAF-12 act = -2.4; DAX1 inh-2 = 0.5; GC-B act = 2; NPR1 activator = -4; ADAM10 inh = -8; DAX1 inh-1 = 0.2; ssDAF12 agonist = -1.7; SMARCA2 activ = -1; GAA850 FXN act = 2.9; sPLA2-III inh = 6; hgDAF-12 ag = 0.8
